All columns: NCI-60 one-dose screen, growth in % after 48 h at 10 µM unless noted; 100 = growth as untreated, 0 = no growth, -100 = all killed.
IGROV1: IGROV1 ovarian cancer; 4.7% of 79,000 active; AID 1794786
OVCAR-4: OVCAR-4 ovarian cancer cells. 3.7% of 80,000 active. AID 1794784
SK-OV-3: SK-OV-3 ovarian cancer cells | 3.2% of 80,000 active | AID 1794785
HCT-116: HCT-116 colon cancer. 7.3% of 82,000 active
KM12: KM12 colon cancer cells; 5% of 82,000 active; AID 1794800
SW-620: SW-620 colon cancer; AID 1794795; 5.2% of 82,000 active
HT29: HT29 colon cancer; 7.4% of 81,000 active; AID 1794748
HCT-15: HCT-15 colon cancer; 5.2% of 82,000 active
COLO 205: COLO 205 colon cancer. 7.3% of 79,000 active
* hit, by the source's call; / = not tested or not shown; & = joins results of further samples. Rule for the calls: active = growth percent below 10; inactive = the rest. Random draw from the library; 12% or so of the library scored in one or more.

nr	mol	IGROV1	OVCAR-4	SK-OV-3	HCT-116	KM12	SW-620	HT29	HCT-15	COLO 205
1	Nc1ccccc1-c1cc2c(c3c1[nH]c1ccccc13)CCCCCCCCC2	113	82	100	78	77	83	81	82	83
2	COc1cc(NC(=O)CSc2nc3ccccc3c(=O)n2-c2ccc(F)cc2)cc(OC)c1OC	93	95	102	94	99	108	101	106	112
3	O=c1cc(-c2ccccc2)oc2c1ccc1c(O)cccc12	90	82	87	75	93	83	95	74	99
4	CN(C)CP(=O)(O)CCc1ccccc1	107	116	106	96	103	103	97	105	114
5	N#Cc1ccc(OC(=O)Nc2ccc(F)cc2)cc1	123	90	102	97	88	108	95	97	113
6	CC(=O)NC(C)NC(C)=O	113	99	111	103	111	104	104	85	116
7	COC(=O)/C(CCC=C(C)C)=C1\[C@@H](OC(C)=O)C[C@@]2(C)[C@H]1CC(N)[C@H]1[C@@]3(C)CCC(N)[C@@H](C)[C@@H]3CC[C@@]12C (stereo not given in full)	91	90	96	92	85	84	106	78	94
8	COc1ccc(/C=C(\C#N)C(N)=O)cc1	107	109	105	107	104	102	107	101	115
9	N=C(N)c1ccc(-c2ccc(-c3ccc(C(=N)N)c(F)c3)s2)s1	94	88	/	85	87	94	57	85	/
10	Cc1ccc(N(C(=O)CCc2c[nH]c3ccccc23)[C@H](C(=O)Nc2cccc([N+](=O)[O-])c2)c2cccc([N+](=O)[O-])c2)cc1	94	105	96	85	88	100	97	89	108
11	CC1(C)CC[C@]23CC[C@]4(C)[C@H](CC[C@@H]5[C@@]6(C)CC(=O)CC(C)(C)[C@@H]6CC[C@]54C)[C@H]2[C@H]1OC3	99	101	94	92	105	92	92	107	104
12	CCCSc1nc(NCCc2c[nH]c3ccccc23)c(C#N)c(-c2ccc(F)cc2)n1	86	71	72	23	31	56	16	19	44
13	C=CCN1C(=O)c2cccc3c(C#CCN4C(=O)c5cccc6cccc(c56)C4=O)ccc(c23)C1=O	92	103	98	97	100	94	102	99	106
14	COc1ccc(CNC(=O)Nc2cnc(Cl)nc2Oc2cccc(C(F)(F)F)c2)cc1	97	103	94	79	96	101	93	99	/
15	Cc1cc(NC(=O)C(Cl)Cl)cc2c1OCO2	106	112	117	99	107	104	113	109	109
16	COc1cccc(NC(=O)c2sc3nc4c(cc3c2N)C(=O)CCC4)c1	49	59	-2.7*	18	17	24	4.8*	16	0.6*
17	Cc1ccc(C2OCC(C)(C)CO2)cc1	111	115	92	101	104	105	97	99	108
18	COc1ccc(Cn2c(NCCN=C(N)N)nc(=O)n(Cc3ccc(F)cc3)c2=O)cc1	103&90	93&101	96&99	98&89	106&114	95&101	100&101	106&103	98&105
19	CCCCOc1nc2ccc(Cl)cc2cc1/C=C/C(=O)/C=C/c1ccc(OC)cc1	93	103	110	-25*	84	107	72	91	93
20	NCCOc1ccc([N+](=O)[O-])cc1Cl	113	104	99	113	109	100	95	106	100
21	CC(C(=O)O)N1C(/N=C/c2ccc(Br)cc2)=NNC1(C)c1ccccc1O (stereo not given)	73	69	74	68	79	87	90	54	74
22	CC1CCC(NC(=O)N(CCCl)N=O)CC1 (stereo not given)	109	108	115	99	108	108	104	103	101
23	OC1CCC2CCCC2C1 (stereo not given)	111	107	117	94	96	95	105	104	109
24	Cc1cc2ccccc2c[n+]1CC(=O)c1ccc2ccccc2c1	46	70	82	15	43	31	17	99	38

Down the list, from the results shown.
Nos. 10 to 17 in OVCAR-4 read 105, 101, 71, 103, 103, 112, 59, 115
Nos. 10 to 17 in SK-OV-3 read 96, 94, 72, 98, 94, 117, -2.7*, 92

Next records:
nr	mol	IGROV1	OVCAR-4	SK-OV-3	HCT-116	KM12	SW-620	HT29	HCT-15	COLO 205
25	O=c1[nH]nc(-c2ccc(Br)cc2)cc1Cc1cccc(Cl)c1	95	114	109	120	108	99	116	111	121
26	CNC(=O)c1c(NC(=O)c2cccc(C(F)(F)F)c2F)sc2c1CCC(=O)C2	10	8.8*	4.4*	5.6*	3.0*	14	9.4*	5.5*	-6.6*
27	C(=N/N=C(N/N=C/c1cccs1)N/N=C/c1cccs1)/c1cccs1	60	/	87	39	46	75	69	60	86
28	S=C1SCCCS1	110	111	109	104	98	104	100	105	110
29	COc1ccccc1/C=C/c1cccc(NC(=S)NCCCCN(C)C)c1	-82*	-80*	-73*	-43*	-53*	5.1*	-59*	-100*	-68*
30	COc1cccc(-c2nc(N3CCOCC3)c3c4c(sc3n2)CCCC4)c1	100	108	86	92	92	105	84	103	93
31	O=C1c2ccccc2C(=O)c2c([N+](=O)[O-])ccc(Cl)c21	71	62	112	64	79	29	39	76	116
32	CC(=O)C1=C(C)NC(NNC(N)=O)=NC1c1ccccc1 (stereo not given)	101	100	116	101	101	103	104	102	116
33	O=C(O)CC(=O)O	108	98	97	101	102	99	107	98	95
34	COc1ccc(C2CC(c3ccc(Nc4nc(NCCO)nc(N5CCOCC5)n4)cc3)=NN2c2cc(Cl)cc(Cl)c2)cc1 (stereo not given)	97	91	/	70	87	99	83	73	/
35	CNC(=O)NCC1OC(n2cnc3c(NC(=O)Nc4ccccc4)ncnc32)C(O)C1O (stereo not given)	/	92	77	89	89	98	97	/	/
36	O=C(Nc1cc([N+](=O)[O-])c2[nH]c(=O)c3ccccc3c2c1)C(F)(F)F	94	93	81	56	87	64	90	81	89
37	N#Cc1c(NC(=O)c2ccc(C(F)(F)F)cc2C(F)(F)F)sc2c1CCC(=O)C2	-3.8*	-41*	-22*	0.7*	-34*	-44*	-57*	-66*	-73*
38	Nc1ccnc(=S)[nH]1	102	107	106	98	99	102	100	102	107
39	O=C(O)c1cn(C2CC2)c2cc(N3CCN(Cn4nc(-c5cccnc5)oc4=S)CC3)c(F)cc2c1=O	105	105	/	88	104	100	105	99	/
40	CNc1ncnc2c1ncn2C	115	124	105	115	101	102	99	101	101
41	Cc1cc(O)c(C(C)C)cc1N=Cc1ccccc1[N+](=O)[O-]	110	101	104	92	108	105	105	95	109
42	COc1ccc(/C=C2\SCc3cc4ccc(OC)cc4[o+]c32)c(O)c1	105	114	114	103	108	116	109	104	150
43	CCNC1(C#N)CCN(Cc2ccccc2)CC1	101	97	110	95	109	106	99	89	152
44	C=CCOC(=O)CC(C)=O	109	112	122	102	107	108	113	108	119
45	O[C@@H]1CO[C@H]2[C@@H]1OC[C@@H]2O	/	121	115	104	105	/	103	102	119
46	Cc1ncc(CO)c(C(=O)O)c1O	107	103	104	78	101	108	89	105	112
47	CN1CCOCCOCCOc2ccccc2NC(=O)c2nc(cnc2N)-c2ccc(cc2)S1(=O)=O	51	46	41	29	33	49	9.2*	1.6*	28
48	O=C(O)CC(c1ccccc1)C(C(=O)O)c1ccccc1 (stereo not given)	111	97	98	101	108	102	100	100	107
49	CCCCCOC(=O)N1CCCCC1CCCC (stereo not given)	103	117	116	106	105	106	106	108	105
50	O=C(Nc1cccc(-n2cc(-c3ccncc3)c(-c3cc(O)cc(Cl)c3)n2)c1)c1cc(C(F)(F)F)cc(C(F)(F)F)c1	73	60	69	25	21	61	20	30	39
51	COc1ccc(NCc2cc(OC)c(OC)c(OC)c2)cc1OC	102	95	92	92	94	102	88	95	101
52	O=Cc1nccc2ccccc12	83	96	86	21	87	48	/	75	81
53	Cc1nn(-c2ccc(Cl)cc2)c2ncnc(N/N=C/c3cccc(O)c3)c12	44	33	56	49	29	76	78	22	35
54	CC(=O)Nc1c(C(=O)O)ccc(C)c1OCc1ccccc1	139	116	107	110	115	105	120	104	107
55	CC[N+](C)(C)CCOc1ccc(OCC[N+](C)(C)CC)cc1	110	111	108	96	97	99	104	99	112
56	N#C/C(=C\C=C\c1ccccc1)c1nc(-c2ccc(Cl)cc2)cs1	334	106	106	104	110	104	102	100	128
57	Nc1nc2c(ncn2[C@@H]2O[C@H](CNO)[C@@H](O)[C@H]2O)c(=O)[nH]1	106	108	/	103	112	107	108	100	/
58	CCOC(=O)c1sc(-c2ccc(OS(=O)(=O)c3ccc(C(C)(C)C)cc3)c(C=O)c2)nc1C	32	39	86	15	18	20	20	13	73
59	Cc1ccc([N+]2=NOC(=O)C2S(=O)(=O)Nc2ccc(-n3c(-c4ccccc4Cl)nc4ccccc4c3=O)cc2)cc1 (stereo not given)	110	112	85	108	101	98	108	105	90
60	Cc1ccc(Nc2nc(-c3ccc(F)cc3)c(C#N)c(=O)n2C)cc1	67	51	60	53	88	69	78	55	67
61	O=C(/C=C/C(=O)Oc1ccccc1Cl)Oc1ccccc1Cl	103	110	87	90	102	85	80	83	77
62	CCN(CC)Cc1c(O)ccc2cc(-c3nc4ccccc4[nH]3)c(=O)oc12	111	104	126	111	103	101	105	104	120
63	CCOC(=O)c1nc2cc(Cl)cnc2nc1NCc1ccc(OC)cc1	108	113	108	88	108	100	111	99	109
64	Cc1ccc2nc(N)nnc2c1	109	108	94	108	103	95	112	102	141
65	N#Cc1c(N=Cc2ccc(N3CCN(c4ccccc4)CC3)cc2)oc(-c2ccccc2)c1-c1ccccc1	104	99	123	93	100	100	99	97	110
66	Cc1nc(N)[nH]c(=O)c1CCCNS(=O)(=O)c1ccc([N+](=O)[O-])cc1	108	101	101	97	101	100	102	103	106
67	CS(=O)(=O)Nc1ccccc1NS(C)(=O)=O	104	110	105	99	110	109	99	107	102
68	CC(C)=CCC[C@](C)(O)[C@H]1CC[C@]2(C)[C@@H]1CC[C@@H]1[C@@]3(C)C/C(=C/c4cccc([N+](=O)[O-])c4)C(=O)C(C)(C)[C@@H]3CC[C@]12C	107	82	109	52	86	73	55	84	94
69	Clc1ccc([C@@H]2C[C@@H]3Cc4cc(Br)c5ccccc5c4N2O3)cc1	107	98	96	100	102	107	/	100	113
70	O=S(=O)(Nc1ccc(Cl)nn1)c1ccc(NC(=S)NC2CCCCC2)cc1	109	105	95	112	102	108	110	106	112
71	COc1ccc(C(C)=O)cc1S(=O)(=O)Nc1cccnc1	103	98	88	95	102	98	93	102	96
72	CC(C)NCCOC(=O)c1ccc([N+](=O)[O-])cc1	104	108	97	109	102	107	101	103	111
73	CCCn1c(=O)c2[nH]c(-c3ccc(OCc4nc5ccc(F)cc5[nH]4)cc3)nc2n(CCC)c1=O	28	-2.9*	-41*	3.1*	56	17	27	29	26
74	NC(=O)C[n+]1cccc2c3ccccc3ccc21	104	106	136	116	103	110	126	108	129
75	CCn1c(SCC(=O)Nc2cccc(C(=O)/C=C/c3ccccc3Cl)c2)nc2ccccc2c1=O	66	86	106	-26*	85	73	67	55	114
76	CC(C)CCC[C@@H](C)[C@H]1CC[C@H]2[C@@H]3CC=C4c5sc(Nc6ccccc6C(F)(F)F)nc5CC[C@]4(C)[C@H]3CC[C@]12C	101	114	106	103	101	98	104	104	108
77	COc1cccc(-c2nc3occn3c2-c2ccnc(NCCCNS(=O)(=O)c3ccccc3)n2)c1	80	78	106	85	100	121	60	96	70
78	O=C1Nc2ccc(F)cc2/C1=C/c1ccc(OCC(=O)c2ccccc2)cc1	90	91	97	86	84	107	109	88	115
79	Cc1ccc2c3c(ccc2c1)C(=O)c1c(ccc2c1N[C@H]1C[C@@H]2O[C@@H](C)[C@@H]1O)C3=O	53	77	76	67	67	91	98	74	85
80	CCN1C(=O)C(C)C=C(C)C=C1C (stereo not given)	106	119	106	112	100	114	111	100	104
81	CC(=O)OCCSCCOC(C)=O	107	108	95	109	109	95	104	106	101
82	CCOC(=O)N1CCc2nc(NC(=O)Cc3ccccc3)sc2C1	97	112	97	99	98	100	85	105	105
83	O=C1C(=O)c2c(nc3ccc(Br)cn23)-c2ccccc21	-51*	-95*	-98*	-89*	-42*	-80*	-29*	-76*	-82*
84	Cc1cc(C=O)c(C)[nH]1	116	110	108	109	115	108	113	98	116

(more compounds)
nr	mol	IGROV1	OVCAR-4	SK-OV-3	HCT-116	KM12	SW-620	HT29	HCT-15	COLO 205
85	Nc1nc[nH]c(=O)c1N=Cc1ccccc1	/	112	102	103	108	138	116	96	136
86	Cc1cc(C)nc(SCC(=O)O)n1	104	110	95	105	105	99	109	100	100
87	CCOC(=O)C1=NC(Cc2ccccc2)C(=O)N(c2ccc(Cl)cc2)N1 (stereo not given)	101	103	120	93	98	106	103	102	104
88	N/C(=N\c1nc2c(F)cc(F)cc2s1)C(Cl)(Cl)Cl	95	93	106	96	78	103	95	91	109
89	Cc1ccc2oc(=O)cc(Cn3cc(CSc4nc5cc(Cl)ccc5o4)nn3)c2c1	100	97	90	101	100	101	106	102	117
90	CCN(CC)CCOc1ccc(C(=C(C)c2ccc(Cl)cc2)c2ccc(OCCN(CC)CC)cc2)cc1	-87*	-62*	-80*	-94*	-79*	-76*	-75*	-77*	-69*
91	CCN(CC)CCNC(=O)C1(c2ccccc2)CCCCC1	100	116	93	108	110	107	121	101	101

Looked up by structure from above (2):
nr	mol	IGROV1	OVCAR-4	SK-OV-3	HCT-116	KM12	SW-620	HT29	HCT-15	COLO 205
88	N/C(=N\c1nc2c(F)cc(F)cc2s1)C(Cl)(Cl)Cl	95	93	106	96	78	103	95	91	109
91	CCN(CC)CCNC(=O)C1(c2ccccc2)CCCCC1	100	116	93	108	110	107	121	101	101

Full records from above. Order of values: IGROV1	OVCAR-4	SK-OV-3	HCT-116	KM12	SW-620	HT29	HCT-15	COLO 205
Results for `Cc1ccc2oc(=O)cc(Cn3cc(CSc4nc5cc(Cl)ccc5o4)nn3)c2c1` = 100	97	90	101	100	101	106	102	117
Results for `N/C(=N\c1nc2c(F)cc(F)cc2s1)C(Cl)(Cl)Cl` = 95	93	106	96	78	103	95	91	109
Results for `CCOC(=O)C1=NC(Cc2ccccc2)C(=O)N(c2ccc(Cl)cc2)N1` (stereo not given) = 101	103	120	93	98	106	103	102	104
Results for `CCN(CC)CCOc1ccc(C(=C(C)c2ccc(Cl)cc2)c2ccc(OCCN(CC)CC)cc2)cc1` = -87*	-62*	-80*	-94*	-79*	-76*	-75*	-77*	-69*
Results for `CCN(CC)CCNC(=O)C1(c2ccccc2)CCCCC1` = 100	116	93	108	110	107	121	101	101

Assay outcomes from PubChem.
